Source: PubChem BioAssay
TexasRed autofl – qHTS Assay for Spectroscopic Profiling in Texas Red Spectral Region; Compound fluorescence, Texas Red channel, 547/618 nm; stronger effect = higher value; max dye-equivalent concentration, M; 0.06% of 59,000 active; AID 587, 2007; in the data active = max dye-equivalent concentration above about 10 nM; inconclusive = between about 1.1 nM and that limit
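Compound titrations in 100 mM Tris pH 8.0 were incubated 15 min at room temperature and read at 547 nm excitation / 618 nm emission. Texas Red six-point standard curve on each plate converted fluorescence to dye-equivalent concentration.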
Casp7 inh – qHTS Assay for Allosteric/Competitive Inhibitors of Caspase-7; AID 889, 2007; Potency, µM (series often up to 57.5 µM), without a hit: at the highest dose activity change, negative = inhibition, usual class: inhibitors; 0.02% of 75,000 active; P55210; recombinant caspase-7, Ac-DEVD-AFC fluorescence rate; active = well fitted inhibition curve with a large enough effect in the main read-out, with a control signal flat, not every such curve was filed as active; inconclusive = small, poorly fitted or top-dose-only effect, or a change in a side signal; also: potency is read from the fitted curve at half-maximal effect; % of control where 0% means no effect
Rhodamine autofl – qHTS Assay for Spectroscopic Profiling in Rhodamine Spectral Region | max dye-equivalent concentration, M | Rhodamine-region fluorescence, 547/598 nm, Tris buffer; stronger effect = higher value | 0.05% of 59,000 active; in the data active = max dye-equivalent concentration above about 11 nM; inconclusive = between about 1.1 nM and that limit
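Compound fluorescence in 100 mM Tris, pH 8.0, read after 15 min at room temperature with 547 nm excitation and 598 nm emission. Output is dye-equivalent concentration from an on-plate rhodamine standard series.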
Caspase-1 inhib – qHTS Assay for Allosteric/Competitive Inhibitors of Caspase-1 | Potency, µM (series often up to 57.5 µM), inactives show at the highest dose activity change, negative = inhibition, hits mostly inhibitors | P29466 | Caspase-1 enzyme, Ac-WEHD-AFC fluorogenic rate | 0.03% of 75,000 active;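 also: potency is read from the fitted curve at half-maximal effect; plate controls were vehicle for no effect and no substrate for full effect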
Target sequence (P29466 120-297 limits assumed): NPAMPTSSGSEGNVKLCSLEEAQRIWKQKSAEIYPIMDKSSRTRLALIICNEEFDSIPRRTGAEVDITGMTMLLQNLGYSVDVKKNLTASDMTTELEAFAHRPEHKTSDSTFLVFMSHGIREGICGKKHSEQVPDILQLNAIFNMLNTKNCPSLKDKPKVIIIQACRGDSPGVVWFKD
Target sequence (P29466 317-404 limits assumed): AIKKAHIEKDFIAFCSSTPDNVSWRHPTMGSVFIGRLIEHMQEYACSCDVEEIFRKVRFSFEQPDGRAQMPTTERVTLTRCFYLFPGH
4MU fluor – qHTS Assay for Spectroscopic Profiling in 4-MU Spectral Region; compound autofluorescence, 340/450 nm, 4-MU equivalents; stronger effect = higher value; max dye-equivalent concentration, M; 11% of 59,000 active; AID 589, 2007; in the data active = max dye-equivalent concentration above about 10 nM; inconclusive = mostly about 1.1 nM to 9.6 nM
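Intrinsic fluorescence at 340/450 nm (ex/em) was read after 15 min at room temperature in pH 8.0, 100 mM Tris. Each compound concentration expressed as 4-MU-equivalent concentration from a six-point 4-MU standard series on each plate.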
A350 autofl – qHTS Assay for Spectroscopic Profiling in A350 Spectral Region | 11% of 59,000 active | max dye-equivalent concentration, M | Compound autofluorescence, 340/450 nm, Alexa 350 dye-equivalents; stronger effect = higher value; in the data active = max dye-equivalent concentration above about 10 nM; inconclusive = mostly about 1.1 nM to 9.6 nM
Tau filament bind – qHTS Assay for Tau Filament Binding; Microtubule-associated protein tau (Homo sapiens), P10636; 2% of 71,000 active; recombinant tau filaments, thioflavin S fluorescence, 15 h; filaments grown with octadecylsulfate alongside compound; Potency, µM (top dose mostly 57.1 µM), without a hit: at the highest dose activity change, negative = inhibition;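 also: potency is read from the fitted curve at half-maximal effect; % is scaled to controls: 0 for no effect and ±100 for the full control effect; actives lower thioflavin S fluorescence by blocking filaments or displacing dye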
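ThS-based fibril read: tau 1 uM final, inducer ODS 30 uM final, 37 C for 15 h, ex 450/em 510 nm.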
Fluorescein fluor – qHTS Assay for Spectroscopic Profiling in Fluorescein Spectral Region; 0.91% of 59,000 active; Compound autofluorescence, 480/540 nm, fluorescein-equivalent; stronger effect = higher value; AID 593, 2007; max fluorescein-equivalent concentration, M; in the data active = max fluorescein-equivalent concentration above about 10 nM; inconclusive = between about 1.1 nM and that limit
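Values reflect compound autofluorescence, normalized to fluorescein on the same plate and reported at each tested concentration. Conditions: 100 mM Tris pH 8.0, room temperature, 15 min, excitation 480 nm, emission 540 nm.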
HEK293 cAMP cs – qHTS Assay for Agonists of the Thyroid Stimulating Hormone Receptor: Activators of Intracellular cAMP Concentrations in Parental HEK 293 | AID 938, 2007 | parental HEK293 CNG cAMP sensor, membrane potential fluorescence | 2.5% of 73,000 active | Potency, µM (doses to about 57.1 µM), inactives show top-dose activation, actives largely listed as activators; also: potency is read from the fitted curve at half-maximal effect; % of control where 0% means no effect; nearly all actives have a fitted effect of over 55% in size
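Counterscreen for endogenous-receptor signalling: CNG-channel HEK 293 cells report cAMP rise by membrane depolarization. After 60 min dye equilibration with 100 uM RO 20-1724, compounds incubated 30 min before bottom-read fluorescence at 590 nm.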
ERK AVP inh – qHTS Assay for Inhibitors of the ERK Signaling Pathway using a Homogeneous Screening Assay | HEK293-V1b, vasopressin-stimulated pERK AlphaScreen | AID 995, 2007 | Potency, µM (doses to about 57.5 µM), inactives show top-dose activity, negative = inhibition, hits mostly inhibitors | 0.99% of 72,000 active; also: potency is read from the fitted curve at half-maximal effect; % is scaled to controls: 0 for no effect and ±100 for the full control effect; nearly all actives have a fitted effect of over 55% in size
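qHTS, compounds titrated on V1b-expressing HEK293 cells. Preincubation 30 min at 37C, vasopressin 25 nM for 5 min, lysis 10 min, bead incubation 5 hr at room temperature.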
Luciferase inh – qHTS Assay for Inhibitors of Firefly Luciferase | Luciferin 4-monooxygenase (Photinus pyralis), P08659 | purified firefly luciferase, luminescence, 8 min | Potency, µM (series often up to 57.1 µM), without a hit: at the highest dose activity change, negative = inhibition, usual class: inhibitors | 2.2% of 72,000 active | AID 411, 2009; also: potency is read from the fitted curve at half-maximal effect; % is scaled to controls: 0 for no effect and ±100 for the full control effect; nearly all actives have a fitted effect of over 40% in size
Target sequence (P08659 whole entry, looked up): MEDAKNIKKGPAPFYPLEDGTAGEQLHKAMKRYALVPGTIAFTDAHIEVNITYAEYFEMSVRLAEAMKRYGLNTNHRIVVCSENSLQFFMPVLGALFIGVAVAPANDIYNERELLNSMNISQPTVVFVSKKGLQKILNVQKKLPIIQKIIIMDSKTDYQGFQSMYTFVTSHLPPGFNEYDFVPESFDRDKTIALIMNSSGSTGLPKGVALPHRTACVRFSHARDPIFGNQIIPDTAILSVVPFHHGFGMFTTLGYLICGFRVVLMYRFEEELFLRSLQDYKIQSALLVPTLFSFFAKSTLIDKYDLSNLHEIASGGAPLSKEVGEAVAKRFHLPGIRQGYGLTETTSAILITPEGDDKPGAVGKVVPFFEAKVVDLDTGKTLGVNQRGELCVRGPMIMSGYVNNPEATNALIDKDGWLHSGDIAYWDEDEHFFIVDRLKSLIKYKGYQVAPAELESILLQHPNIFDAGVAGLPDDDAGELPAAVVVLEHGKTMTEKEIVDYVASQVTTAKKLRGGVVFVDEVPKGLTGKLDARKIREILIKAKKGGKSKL
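Compounds were tested as concentration series (qHTS) against purified P. pyralis luciferase with luciferin and 10 uM ATP in 50 mM imidazole pH 7.2, 50 mM KCl, 7 mM MgCl2, 0.01% Tween 20, 0.05% BSA. Luminescence was read after 8 min at ambient temperature.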
An asterisk follows results filed as active; i = inactive; ? = inconclusive; . = not tested or not shown; [ ] = remark or other dose. Unless noted, calls follow the shape of the dose curve; as a rule, active = well fitted curve in the direction sought with a large enough effect; inconclusive = small, poorly fitted or top-dose-only effect, or another doubt; inactive = no such curve, though single readings can be large; an effect the other way counts as inactive or inconclusive.

SMILES	TexasRed autofl	Casp7 inh	Rhodamine autofl	Caspase-1 inhib	4MU fluor	A350 autofl	Tau filament bind	Fluorescein fluor	HEK293 cAMP cs	ERK AVP inh	Luciferase inh
O=C(NC1CCC(C(=O)O)CC1)OCc1ccccc1 (stereo not given)	?	-2%	i	2%	i	i	4%	?	10%	4%	-2%
CC1(C)Cc2c(sc3c2c(=N)n(Cc2ccco2)c(=O)n3CC(=O)Nc2cccc(Cl)c2)CO1	?	-7%	i	-6%	i	i	77%	i	9%	-21%	0%
Cc1ccc(S(=O)(=O)N(C)CC(=O)N2CCN(c3ccccn3)CC2)cc1	?	2%	i	-1%	i	i	-10%	?	-1%	-9%	2%
O=C(O)C1C2C=CC3(CN(c4cccc(C(F)(F)F)c4)C(=O)C13)O2 (stereo not given)	i	-1%	i	4%	i	i	-18%	i	1%	-20%	3%
COc1ccc2oc(=O)cc(C)c2c1	i	2%	i	0%	1e-07M*	9.6e-08M*	-1%	?	4%	7%	-2%
COc1ccc(CN(C)CCc2ccccn2)c(OC)c1OC	i	.	i	.	i	i	.	i	.	.	0%[25.5 µM]
Nc1nc(N)c(-c2cccc(C(F)(F)F)c2)c(Cc2cccc(C(F)(F)F)c2)n1	i	-1%[11.5 µM]	i	2%[11.5 µM]	i	i	1%[11.4 µM]	i	3%[11.4 µM]	5%[11.5 µM]	2%[11.4 µM]
Cc1nn(-c2ccccc2)c(=S)n1-c1ccccc1	i	0%	i	1%	i	i	6%	i	1%	6%	2%
COCCNC(=O)CSCc1c(F)cccc1Cl	i	-1%	i	0%	i	i	-1%	i	0%	0%	-1%
FC(F)(F)C12CC(c3ccccc3)=NCCN1CCN2 (stereo not given)	i	-11%	i	-4%	9.1e-08M*	1.1e-07M*	-10%	?	?	-1%	2%
Cc1cnc(C)c(N2CCC(C(=O)NC(C)c3cccs3)CC2)n1 (stereo not given)	i	1%	i	1%	i	i	-8%	i	12%	-10%	-2%
CCC1CCCCN1C(=O)CSc1nnc(-c2ccc(OC)cc2)o1 (stereo not given)	.	0%	.	-11%	.	.	15%	.	13%	-10%	-16%
Fc1ccc(F)c(CN2CCN(c3ncccn3)CC2)c1	i	2%	i	3%	i	i	8%	i	1%	-8%	4%
COCCNS(=O)(=O)c1ccc2c(c1)oc(=O)c1cc(S(=O)(=O)NCCOC)ccc12	i	-3%	i	-1%	i	i	-4%	i	11%	-14%	2%
CC(=O)c1ccc(Oc2ncnc3sccc23)c(CN2CCOCC2)c1	?	-4%	i	0%	i	i	-4%	?	-9%	?	-2%
O=c1cnc2cnc(Oc3ccccc3)nc2n1C[C@H]1CCCO1	?	-3%	i	-6%	i	i	-3%	i	20%	0%	0%[11.4 µM]
O=C(O)c1cc(-c2ccccc2)c(N2CCOCC2)s1	i	-2%	i	1%	i	i	-6%	i	12%	11%	0%
CCCn1c2c(c(O)c(C(=O)Nc3ccccc3)c1=O)CCCC2	i	0%	i	0%	i	i	7%	i	10%	-12%	2%
O=S(=O)(c1ccccc1S(=O)(=O)N1CCCCC1)N1CCCCC1	i	-2%	i	-1%	i	?	-6%	i	?	3%	4%
Nc1nc2c(C(=O)NCc3cccs3)nnn2c2cccc(Cl)c12	?	-2%[11.5 µM]	i	-2%[11.5 µM]	?	?	-5%[11.4 µM]	i	-11%[11.4 µM]	7%[11.5 µM]	0%[11.4 µM]
CCCOc1ccc(C(=O)N2CCCc3ccccc32)cc1	i	-5%	i	-1%	i	i	-14%	i	?	6%	4%
CCN(CC)c1nc(-c2nn[nH]n2)nc(N(CC)CC)n1	i	0%	i	-2%	i	i	-25%	?	-3%	8%	2%
CCOC(=O)Nc1ccc2c(c1)nc(CN1CCN(C(C)=O)CC1)n2C	i	1%	i	-3%	i	i	-2%	i	7%	-19%	1%
CC(=O)Nc1ccccc1N(C)S(=O)(=O)c1ccc(C)cc1	?	-1%	i	2%	i	i	-11%	?	?	6%	0%
CCCc1cc2c(n1Cc1cc(F)cc(F)c1)C(C)C1CN(C(=O)c3ccccc3)C(C)(C(=O)OC)C21 (stereo not given)	.	-8%	.	-7%	.	.	9%	.	?	1%	.

Looked up by compound from the list above, three records:
SMILES	TexasRed autofl	Casp7 inh	Rhodamine autofl	Caspase-1 inhib	4MU fluor	A350 autofl	Tau filament bind	Fluorescein fluor	HEK293 cAMP cs	ERK AVP inh	Luciferase inh
O=C(NC1CCC(C(=O)O)CC1)OCc1ccccc1 (stereo not given)	?	-2%	i	2%	i	i	4%	?	10%	4%	-2%
O=c1cnc2cnc(Oc3ccccc3)nc2n1C[C@H]1CCCO1	?	-3%	i	-6%	i	i	-3%	i	20%	0%	0%[11.4 µM]
CCC1CCCCN1C(=O)CSc1nnc(-c2ccc(OC)cc2)o1 (stereo not given)	.	0%	.	-11%	.	.	15%	.	13%	-10%	-16%

Later entries
SMILES	TexasRed autofl	Casp7 inh	Rhodamine autofl	Caspase-1 inhib	4MU fluor	A350 autofl	Tau filament bind	Fluorescein fluor	HEK293 cAMP cs	ERK AVP inh	Luciferase inh
CCCn1c(SCC(N)=O)nc2c(c1=O)C1(CCCC1)Cc1ccccc1-2	i	.	i	.	i	i	.	i	.	.	0%[25.5 µM]
c1coc(C2Nc3cccc4cccc(c34)N2)c1	i	-23%	i	-12%	?	?	6.3µM*	?	-19%	?	-16%
C[C@]12CC[C@H]3c4ccc(O)cc4CC[C@@H]3[C@H]1C/C(=N/O)[C@H]2O	i	1%[11.5 µM]	i	0%[11.5 µM]	i	i	8%[11.4 µM]	i	-1%[11.4 µM]	3%[11.5 µM]	1%[11.4 µM]
Oc1ccccc1-c1cc(-c2ccccc2Cl)[nH]n1	i	-7%	i	-3%	i	i	-9%	i	-9%	-3%	13µM*
CCC(=O)Nc1nc(C)c(Oc2ccccc2)c(=O)[nH]1	i	.	i	.	i	i	.	?	.	.	0%[25.5 µM]
FC(F)(F)c1cccc(-c2ccc(-c3csnn3)o2)c1	i	-3%	i	-2%	i	i	0%	?	27%	42%[activator]	-10%
CCC(=O)N1CCc2cc(Br)cc(S(=O)(=O)N3CCCCCC3)c21	i	0%	i	-1%	i	i	45%	i	21%	-10%	-1%
CCC(C)NC(=O)C1CCN(S(=O)(=O)CC)CC1 (stereo not given)	i	1%	i	1%	i	i	-2%	i	1%	-2%	0%
COc1ccc2c(c1)C(C)CC(C)(C)N2C(=O)CSc1ncn[nH]1 (stereo not given)	?	0%	i	0%	i	i	4%	i	9%	10%	0%
CCSc1nnc(CNc2ccc(F)cc2)n1CC1CCCO1 (stereo not given)	i	1%	i	3%	i	?	2%	?	14%	-15%	2%
CCCOC(=O)CN1C(=O)c2ccccc2C1=O	i	1%	i	-1%	i	i	-10%	i	-9%	-1%	-1%
O=C(CSc1ncnc2c1oc1ccccc12)Nc1cccc(F)c1	?	-2%	i	0%	i	i	172%	i	?	-8%	2%
N#CC(C(=O)OC1CCCCC1)c1nc2ccccc2nc1N1CCCCC1 (stereo not given)	i	-11%	i	?	?	1.4e-08M*	20%	1.3e-08M*	?	-2%	3%
COc1ccc(NC(=O)N2CC3(CCN(S(=O)(=O)c4ccccc4)CC3)C2)cc1	i	1%	i	0%	i	i	-7%	i	1%	3%	-1%[11.4 µM]
CS(=O)(=O)c1ccc2nc(NC3(C(F)(F)F)N=C4SCCN4C3=O)sc2c1 (stereo not given)	i	2%	i	-1%	i	i	-2%	i	4%	0%	0%
COc1ccc(C(=O)N2CCN(S(=O)(=O)c3ccc(C)cc3C)CC2)cc1OC	.	0%	.	-3%	.	.	-4%	.	3%	.	1%
Cn1c(NCCCN2CCOCC2)nc2c1c(=O)n(Cc1ccc(Cl)cc1)c(=O)n2C	i	-1%	i	-2%	1.3e-08M*	?	-16%	i	-14%	-16%	4%
CC(=O)c1cccc(-n2nnnc2SCC(=O)N2CCCC2)c1	i	3%	i	-2%	i	i	2%	i	-4%	-5%	-1%
Cc1c(OCc2ccc(C(=O)O)o2)ccc2c3c(c(=O)oc12)CCC3	.	-3%	.	-5%	.	.	9%[11.4 µM]	.	5%[11.4 µM]	?	-4%
O=C(c1ccccc1NS(=O)(=O)c1cccs1)N1CCOCC1	i	0%	i	2%	i	i	0%	?	17%	10%	2%
CCCC(C)C(=O)Nc1ccc2c(c1)OCCO2 (stereo not given)	i	-1%	i	-1%	i	i	-1%	i	11%	28%	-4%
Cc1ccc(S(=O)(=O)N(C)CC(=O)NC2CC(C)(C)NC(C)(C)C2)cc1	i	-1%	i	0%	i	i	-12%	i	6%	-2%	1%
C=CCc1ccccc1OC[C@H](O)CNC(C)C	?	1%[25.7 µM]	i	-4%[25.7 µM]	i	i	-18%[25.6 µM]	?	14%[25.6 µM]	9%[25.7 µM]	4%[25.5 µM]
CCOc1cc(S(=O)(=O)Nc2ccccn2)ccc1F	i	0%	i	0%	i	i	-1%	i	?	-12%	0%
O=c1nc(NC2CCCC2)ccn1Cc1cccc(Br)c1	i	-1%	i	1%	i	i	-3%	?	23%	-13%	-1%
COCCCNC(=O)CN1C(=O)CSc2ncccc21	.	-1%	.	-4%	.	.	1%	.	3%	3%	2%

The list is partial. The share of hits here may be higher or lower than overall.
